BRCT PPI red: BRCT-phosphoprotein interaction inhibition (red fluorophore); Potency, µM (titrated, usually from 76.9 µM), for the others: at the highest dose activity change, negative = inhibition, hits mostly inhibitors; hit rate 0.03% among 75,000; P38398; AID 892; BRCT-phosphopeptide binding, red fluorescence polarization; further: on the % scale 0 is the no-effect control and ±100 the full control effect
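Fluorescence polarization: 100 nM His-tagged BRCA1 BRCT with 100 nM TAMRA-labelled phospho-BACH1 decapeptide, phosphate buffer pH 7.3 with 150 mM NaCl, DTT, 0.01% Tween 20; 12 min RT. Binding inhibition seen as FP decrease.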
USP2a inhib: blocks human ubiquitin-specific protease USP2a. USP2a enzymatic assay, qHTS inhibition. Potency, µM (top dose mostly 38.3 µM), for inactives: at the top dose activity change, negative = inhibition, hits mostly inhibitors. hit rate 0.1% among 60,000;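 further: potency means the concentration at half of the fitted maximal effect; nearly all actives have a fitted effect of over 60% in size; plate controls were DMSO for no effect and NEM full inhibition control for full effect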
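Coupled readout: USP2-cleaved Ub-PLA2 (20nM final) turns over NBD C6-HPC (20uM final), Ex 460nm/Em 535nm after 2.5 h, time-zero read flagging artifacts. Enzyme (20nM final, pH 8.0 Tris) given 30 min RT with compound first; NEM defines full inhibition.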
BRCT inh green: inhibitors of human BRCA1 BRCT-phosphoprotein interaction (green fluorophore) | P38398 | BRCA1 BRCT-phosphopeptide binding, green fluorescence polarization | Potency, µM (doses to about 76.9 µM), without a hit: at the highest dose activity change, negative = inhibition, hits mostly inhibitors | hit rate 0.05% among 75,000;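 further: potency means the concentration at half of the fitted maximal effect; plate controls were peptide without protein for full effect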
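Compounds were incubated for 12 min at room temperature with a complex of 100 nM fluorescein-tagged pBACH1 decapeptide and 250 nM His-tagged BRCT protein. Buffer was phosphate pH 7.3 with EDTA, DTT and Tween 20. Disruption of binding lowers the polarization signal.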
Casp1 inh: blocks human caspase-1 allosterically or competitively; P29466; Caspase-1 enzyme, Ac-WEHD-AFC fluorogenic rate; Potency, µM (highest dose often 57.5 µM), for inactives: at the top dose activity change, negative = inhibition, most hits filed as inhibitors; hit rate 0.03% among 75,000; AID 900;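 further: potency means the concentration at half of the fitted maximal effect; plate controls were vehicle for no effect and no substrate for full effect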
Target sequence (P29466 120-297 limits assumed): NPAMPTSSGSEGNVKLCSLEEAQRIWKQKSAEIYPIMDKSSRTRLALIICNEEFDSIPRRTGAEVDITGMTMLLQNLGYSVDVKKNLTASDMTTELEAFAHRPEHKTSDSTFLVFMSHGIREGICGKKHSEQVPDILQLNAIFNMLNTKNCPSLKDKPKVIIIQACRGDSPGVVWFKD
Target sequence (P29466 317-404 limits assumed): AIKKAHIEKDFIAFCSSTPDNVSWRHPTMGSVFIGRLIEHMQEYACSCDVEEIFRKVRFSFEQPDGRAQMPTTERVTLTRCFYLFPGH
HEK293 cAMP cs: parental HEK293 cAMP activation (counter-screen) | parental HEK293 CNG cAMP sensor, membrane potential fluorescence | Potency, µM (series often up to 57.1 µM), for inactives: at the top dose activation, usual class: activators | hit rate 2.5% among 73,000; further: potency means the concentration at half of the fitted maximal effect; % of control where 0% means no effect; nearly all actives have a fitted effect of over 55% in size
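Parental HEK 293 cells stably expressing a modified CNG channel (no TSHR) report cAMP rise as membrane depolarization. Membrane potential dye with 100 uM RO 20-1724 was loaded for 60 min at room temperature, then compound added for 30 min; fluorescence read at 590 nm.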
Caspase-7 inhib: caspase-7 (human) inhibition, allosteric or competitive. hit rate 0.02% among 75,000. P55210. recombinant caspase-7, Ac-DEVD-AFC fluorescence rate. Potency, µM (highest dose often 57.5 µM), without a hit: at the top dose activity change, negative = inhibition, most hits filed as inhibitors; active means well fitted inhibition curve with a large enough effect in the main read-out, with a control signal flat, not every such curve was filed as active; inconclusive means small, poorly fitted or top-dose-only effect, or a change in a side signal; further: potency means the concentration at half of the fitted maximal effect; % of control where 0% means no effect
Target sequence (P55210 24-198 limits assumed): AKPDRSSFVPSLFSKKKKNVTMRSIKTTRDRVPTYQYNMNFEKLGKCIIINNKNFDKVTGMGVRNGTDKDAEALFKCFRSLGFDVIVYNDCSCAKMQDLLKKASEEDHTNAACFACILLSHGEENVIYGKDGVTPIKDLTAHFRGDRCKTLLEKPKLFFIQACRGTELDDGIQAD
Target sequence (P55210 207-303 limits assumed): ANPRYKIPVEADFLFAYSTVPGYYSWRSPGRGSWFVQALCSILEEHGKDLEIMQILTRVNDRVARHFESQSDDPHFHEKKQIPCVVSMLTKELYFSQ
Fluorescein fluor: compound autofluorescence in fluorescein spectral region; max fluorescein-equivalent concentration, M; Compound autofluorescence, 480/540 nm, fluorescein-equivalent; stronger effect = higher value; hit rate 0.91% among 59,000; AID 593; in the data active means max fluorescein-equivalent concentration above about 10 nM; inconclusive means between about 1.1 nM and that limit
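Compounds (23 nL) in 100 mM Tris pH 8.0, 15 min at room temperature, then fluorescence read at 480 nm excitation/540 nm emission. Signal converted to fluorescein-equivalent concentration from an on-plate fluorescein standard curve.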
GFP derepression: epigenetic modulators derepressing GFP locus in mouse cells | mouse C127i GFP locus derepression, cytometry, 30 h | hit rate 0.09% among 68,000 | Potency, µM (highest dose often 46.1 µM), for inactives: top-dose GFP derepression (activation); further: % of control where 0% means no effect
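Read-out is the number of GFP-positive cells, scored as fluorescent objects 20 to 120 um wide, reflecting derepression of a silenced CMV-GFP reporter in murine C127i cells after 30 h compound exposure at 37 C.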
A350 autofl: A350 region autofluorescence; max dye-equivalent concentration, M; hit rate 11% among 59,000; AID 590; Compound autofluorescence, 340/450 nm, Alexa 350 dye-equivalents; stronger effect = higher value; in the data active means max dye-equivalent concentration above about 10 nM; inconclusive means mostly about 1.1 nM to 9.6 nM
4MU fluor: 4-MU region autofluorescence. compound autofluorescence, 340/450 nm, 4-MU equivalents; stronger effect = higher value. max dye-equivalent concentration, M. hit rate 11% among 59,000; in the data active means max dye-equivalent concentration above about 10 nM; inconclusive means mostly about 1.1 nM to 9.6 nM
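Compounds in 100 mM Tris, pH 8.0, sat 15 min at room temperature before fluorescence was read at 340 nm excitation/450 nm emission; a per-plate six-point 4-MU standard curve converted signals to dye-equivalent concentration at each compound concentration.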
UbGFP stabilizer: proteasome inhibitors stabilizing ubiquitin-GFP reporter. Potency, µM (series often up to 45.9 µM), for the others: at the highest dose activation (GFP accumulation), most hits filed as activators. 67,000 tested, under 10 active. Ubiquitin-GFP reporter cells, proteasome inhibition, GFP fluorescence; response scale: untreated = 0%, 10 µM MG-132 = 100%; active means well fitted activation curve with a large enough effect, not every such curve was filed as active; inconclusive means small, poorly fitted or top-dose-only effect, or another doubt; inactive means no such curve, though single readings can be large or run the other way; further: potency means the concentration at half of the fitted maximal effect
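Reporter cells (U2OS, ubiquitin-G76V-GFP fusion) are plated overnight, then treated 4 hr at 37 °C with compound titrations from 46 uM down to 2.9 nM. Activity is scaled against untreated cells and 10 uM MG-132.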
* = called active by the depositor; i = inactive; ? = inconclusive; / = not tested or not shown; [ ] = another dose, or the depositor's remark. Unless noted, the call rests on the fitted dose curve; in most records, active means well fitted curve in the direction sought with a large enough effect; inconclusive means small, poorly fitted or top-dose-only effect, or another doubt; inactive means no such curve, though single readings can be large; an effect the other way counts as inactive or inconclusive.

SMILES | BRCT PPI red | USP2a inhib | BRCT inh green | Casp1 inh | HEK293 cAMP cs | Caspase-7 inhib | Fluorescein fluor | GFP derepression | A350 autofl | 4MU fluor | UbGFP stabilizer
Cc1cc(NC(=O)CCC(=O)N(c2ccccc2)C(C(=O)NCC2CCCO2)c2cccnc2)no1 (stereo not drawn) | -0.9% | -10.8% | -1.1% | 0.8% | 8.4% | -0.2% | ? | 2.5% | i | i | -9.3%
Cc1ccc(S(=O)(=O)NC(C)C(=O)Nc2ccc(C(N)=O)cc2)cc1 (stereo not drawn) | 0.6% | -3.0% | -1.9% | 2.2% | -1.7% | 1.5% | i | 0.0% | i | i | 1.3%
CSc1ccccc1NS(=O)(=O)c1ccccc1 | 0.3% | 2.4% | -0.9% | -0.2% | 9.0% | 1.7% | ? | 0.0% | i | i | 11.8%
CC1Cc2nc(SCC(=O)Nc3nccs3)n(Cc3ccccc3)c(=O)c2S1 (stereo not drawn) | 1.7% | / | -5.2% | -9.6% | -1.4% | -12.3% | / | / | / | / | 2.9%
Cc1cc(NS(=O)(=O)Cc2ccccc2)no1 | -1.4% | 3.5% | -2.1% | 0.2% | 11.8% | -1.0% | ? | 2.7% | i | i | -5.0%
O=c1cccccc1NCc1ccccc1 | 0.8% | 10.2% | -1.7% | -18.5% | 1.9% | -16.4% | / | 0.0% | / | / | 5.0%
Cc1cc(S(=O)(=O)NCCc2ccccc2)c(C)s1 | 0.5% | / | 0.8% | -2.7% | -0.2% | -1.6% | / | / | / | / | /
CCc1cccc(NC(=O)Cn2cccc2)c1 | 0.0% | -0.9% | -1.0% | 1.0% | -6.9% | 0.0% | i | 2.0% | i | i | 9.9%
Nc1c(NCc2ccccc2)c2ccccc2oc1=O | 0.7% | -4.8% | -0.5% | 0.3% | 6.3% | -3.8% | i | -1.6% | i | i | -4.2%
COc1cccc(C(=O)Nc2ccccc2N2CCOCC2)c1 | -1.4% | -7.5% | -2.0% | -1.4% | 20.6% | 1.8% | ? | -2.0% | i | i | -5.0%
CCOC(=O)CN(C(=O)CSc1nnc(CNc2ccc(C)cc2C)o1)c1ccccc1 | -1.7% | / | -1.3% | -1.3% | 15.5% | -0.4% | i | 9.1% | 1.57e-08M* | 1.58e-08M* | 6.1%
Cc1ccnc(NC(=O)CCC(=O)N(CC(=O)NC2CCCCC2)Cc2ccc3c(c2)OCO3)c1 | -1.1% | 14.8% | 6.5% | -1.3% | ? | -0.1%[0.00368 µM] | i | -3.8% | ? | i | -4.4%
COC(=O)Nc1ccc(OC)c(OC)c1 | 1.1% | -0.1% | -2.0% | -0.2% | -3.0% | -1.2% | i | 3.3% | i | i | 4.9%
Cc1ccnc(N2CCC(C(=O)Nc3ccc4c(c3)CCC4)CC2)n1 | -0.4% | 20.2% | 0.2% | 2.9% | 10.2% | -2.0% | ? | -0.3% | i | i | -4.0%
COc1ccc(-c2cc(C(F)(F)F)nc(N3CCN(c4ccccc4)CC3)n2)cc1OC | 1.0% | 1.2% | -3.1% | -2.2% | 9.9% | 2.1% | ? | 1.8% | ? | ? | -4.2%
NC(=O)c1ccccc1NS(=O)(=O)c1cccs1 | -0.6% | 1.2% | -2.5% | 0.0% | 0.9% | 1.0% | i | 2.1% | i | i | 0.1%
COc1cc2[nH]c3c(N4CCC(C(N)=O)CC4)ncnc3c2cc1OC | 1.4% | -7.3% | -1.9% | -2.1% | 2.6% | -2.0% | ? | 2.1% | 1.23e-08M* | ? | -3.8%
O=C(CCSc1nc(-c2ccco2)cc(C(F)(F)F)n1)NCCc1ccccc1 | -2.0% | / | 1.6% | -6.7% | ? | -1.1% | i | 2.3% | i | i | -3.4%
Cc1ccc(-c2csc(N)n2)s1 | -0.8% | 9.0% | 0.2% | 2.7% | -1.1% | -1.6% | i | -1.7% | i | i | -8.0%
Cc1cccc(N2CCN(C(=O)C3CCCN(S(=O)(=O)c4cnc[nH]4)C3)CC2C)c1 (stereo not drawn) | 0.0% | 0.5% | 0.4% | -0.8% | -3.4% | 1.2% | ? | 0.0% | i | i | 10.5%
CC(=O)Nc1ccc(NC(=O)Oc2ccccc2)cc1 | -0.6% | -0.1% | -0.3% | 0.0% | -3.8% | -1.0% | i | 0.9% | i | i | 0.0%
COc1ccc(NC(=O)CCCN2C(=O)C3C4C=CC(C4)C3C2=O)c(OC)c1 (stereo not drawn) | -0.4% | -10.7% | -1.0% | 1.7% | 0.9% | -0.3% | ? | -2.1% | i | i | 0.1%
COc1ccc(OC)c(N2C(=O)C(Cl)=C(N3CCOCC3)C2=O)c1 | 1.5% | 0.0%[7.66 µM] | 0.4% | -2.2% | 5.8%[11.4 µM] | -0.2% | / | 0.0% | / | / | 13.6%[9.17 µM]
COc1cccc(NC(=O)c2oc3ccccc3c2NC(=O)C(C)(C)C)c1 | 2.0% | 2.0% | 0.2% | -1.7% | 1µM* | -1.0% | i | -0.4% | ? | ? | -9.8%
COc1ccc(-c2noc(C3CCCN(S(=O)(=O)c4cccc(Cl)c4)C3)n2)cc1OC (stereo not drawn) | -1.3% | 23.8% | 0.2% | 1.8% | 23.2% | -1.3% | ? | -1.3% | i | i | -2.6%

The closing 3 records of the part above come first, to join the parts:
SMILES | BRCT PPI red | USP2a inhib | BRCT inh green | Casp1 inh | HEK293 cAMP cs | Caspase-7 inhib | Fluorescein fluor | GFP derepression | A350 autofl | 4MU fluor | UbGFP stabilizer
COc1ccc(OC)c(N2C(=O)C(Cl)=C(N3CCOCC3)C2=O)c1 | 1.5% | 0.0%[7.66 µM] | 0.4% | -2.2% | 5.8%[11.4 µM] | -0.2% | / | 0.0% | / | / | 13.6%[9.17 µM]
COc1cccc(NC(=O)c2oc3ccccc3c2NC(=O)C(C)(C)C)c1 | 2.0% | 2.0% | 0.2% | -1.7% | 1µM* | -1.0% | i | -0.4% | ? | ? | -9.8%
COc1ccc(-c2noc(C3CCCN(S(=O)(=O)c4cccc(Cl)c4)C3)n2)cc1OC (stereo not drawn) | -1.3% | 23.8% | 0.2% | 1.8% | 23.2% | -1.3% | ? | -1.3% | i | i | -2.6%
CCOc1nc2cccc(C(=O)OC(C)OC(=O)OC3CCCCC3)c2n1Cc1ccc(-c2ccccc2-c2nn[nH]n2)cc1 (stereo not drawn) | -0.7% | 37.8%[activator] | -0.2%[3.08 µM] | -15.1% | / | -18.4% | / | / | / | / | /
CCC(=O)OCC(=O)[C@@]1(OC(=O)CC)[C@H](C)C[C@@H]2[C@H]3CCC4=CC(=O)C=C[C@]4(C)[C@]3(Cl)[C@@H](O)C[C@@]21C | -1.1%[34.4 µM] | 60.9%[activator][17.1 µM] | -1.1%[34.4 µM] | -7.2%[25.7 µM] | 18.4%[25.6 µM] | -3.1%[25.7 µM] | ? | -1.7%[20.6 µM] | i | i | 0.0%[20.5 µM]
C=CCN=C1SCC(=O)N1S(=O)(=O)c1ccc(C)cc1 | 0.0% | 5.4% | 1.8% | -1.7% | 4.6% | -1.3% | ? | 0.0% | i | i | -1.3%
NC(=O)c1c(NC(=O)COC(=O)CSc2nnc(-c3ccc(Cl)cc3)o2)sc2c1CCC2 | -0.6% | 42.4%[activator] | 2.3% | -2.1% | 8.7% | -6.6% | ? | -4.7% | i | i | 2.2%
C=CCn1c(NCCOC)nc2c1c(=O)n(C)c(=O)n2C | 1.2% | -4.4% | -1.7% | 0.2% | 8.5% | 0.2% | i | 1.6% | i | i | -3.3%
CSc1ncccc1C(=O)OCC(=O)NC(=O)NCCC(C)C | 0.8% | 9.2% | -1.0% | 2.0% | 33.0% | -9.7% | ? | 3.8% | i | i | 0.0%
CCn1cc(C(=O)NCC2CCCO2)c2cc(OC)c(OC)cc2c1=O (stereo not drawn) | -2.4% | -3.5% | -0.5% | 2.1% | 0.3% | -1.7% | ? | -1.0% | i | i | -4.4%
COc1ccc(Cl)cc1NC(=O)COC(=O)CCNC(C)=O | 1.2% | 4.3% | 0.8% | 2.9% | 0.8% | 0.6% | i | -1.3% | i | i | 0.9%
Oc1ccc2cccnc2c1 | 2.4% | 1.4% | -12.1% | / | -3.6% | ? | 1.61e-08M* | 2.1% | 1.85e-08M* | 1.35e-08M* | -1.4%
CCn1cc(C(=O)NCCC2=CCCCC2)c(=O)c2cc(S(=O)(=O)N(C)C)ccc21 | -1.8% | / | 7.1% | -2.0% | -1.4% | -2.1% | / | / | / | / | -5.7%
N#Cc1nc(-c2ccccc2F)oc1N1CCCC1 | 0.6% | -3.0% | -1.0% | -0.3% | 19.7% | -1.0% | i | 3.2% | 4.93e-07M* | 4.81e-07M* | 0.5%
O=C(CSCc1ccccc1Cl)N1CCN(c2ccccn2)CC1 | 0.1% | 10.0% | -1.1% | -0.2% | 21.4% | -0.4% | i | 3.9% | i | i | -11.4%
Cn1cc(Cl)c(C(=O)NC2CCCCCC2)n1 | 0.7% | 3.5% | 0.6% | 1.0% | 5.1% | 1.7% | ? | -2.0% | i | i | -1.7%

The list is partial. The share of hits here may be higher or lower than overall.
